Screens as filed in PubChem.
GRK2 inh: blocks RNA aptamer binding to human GRK2; inhibition of aptamer binding, % at 10 µM; 330,000 tested, 0.59% active; bead flow cytometry, FAM-aptamer displacement from GRK2;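 active = inhibition of aptamer binding above 40%, roughly 3 SD of noise, on plates passing a quality check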;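 note: median bead fluorescence of bound FAM aptamer so fluorescent compounds give negative values; no value below 0 was filed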
GASC-1 inh: human JMJD2C demethylase inhibition | inhibition, % at 2.35 µM | AID 2099 | GST-JMJD2C(1-420) H3K9me3 demethylation, DELFIA europium | Q9H3R0 | 330,000 tested, 0.069% active;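 active = more than half of a compound's replicate wells show inhibition beyond 50%, single wells judged on their own value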;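 note: signal counts dimethyl H3K9 product captured on neutravidin plate; 0% = median of DMSO wells and 100% = 0.3 times that DMSO median; strong numbers were not always called active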
PP5 inh: inhibitors of human protein phosphatase 5 (PP5); inhibition, % at 6.7 µM; P53041; purified PP5c, OMFP substrate fluorescence; 320,000 tested, 0.18% active;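 active = inhibition above the campaign's mean inhibition across all tested compounds plus 3 SD, cut at about 9.5% in these data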;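 note: 0% = DMSO only and 100% = 100 µM cantharidin control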
Target sequence (P53041 whole entry, looked up): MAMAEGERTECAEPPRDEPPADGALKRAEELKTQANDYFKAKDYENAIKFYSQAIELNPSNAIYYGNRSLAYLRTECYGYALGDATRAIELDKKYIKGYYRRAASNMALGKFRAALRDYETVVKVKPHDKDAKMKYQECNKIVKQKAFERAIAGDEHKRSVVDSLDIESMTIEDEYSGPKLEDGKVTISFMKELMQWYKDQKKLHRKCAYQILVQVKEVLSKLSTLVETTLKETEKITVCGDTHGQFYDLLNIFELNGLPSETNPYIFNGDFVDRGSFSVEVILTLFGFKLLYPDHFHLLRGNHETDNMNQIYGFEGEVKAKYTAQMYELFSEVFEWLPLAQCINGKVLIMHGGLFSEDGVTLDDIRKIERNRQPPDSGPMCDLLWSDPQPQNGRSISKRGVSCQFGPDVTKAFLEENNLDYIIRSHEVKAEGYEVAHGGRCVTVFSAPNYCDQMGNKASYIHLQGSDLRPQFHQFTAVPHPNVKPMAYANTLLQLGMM
proCasp7 act: counter-screen for procaspase-3 activators: activators of human procaspase-7; recombinant procaspase-7, Ac-DEVD-pNA absorbance 405 nm; D23A/D198A/D206A triple mutant, cannot self-cleave; scale: DMSO 0, 5 µM enzyme 100; activation, % at 8.5 µM; 330,000 tested, 0.093% active;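 active = percent activation above the screen-wide mean plus 3 SD, cut at about 25% in these data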
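Detection: p-Nitroaniline absorbance at 405 nm, read at 0 and 120 min; system: Uncleavable procaspase-7 mutant enzyme; evaluation: % activation from two-timepoint absorbance difference, scaled to controls; times: 1 h enzyme–compound preincubation and 2 h substrate reaction, both 25 °C; buffer or medium: Zinc-free HEPES pH 7.4 with 300 mM NaCl, 0.01% Triton X-100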
CTSL1 counter: counter-screen for PFM18AAP inhibitors: inhibitors of F. hepatica cathepsin L1; recombinant F. hepatica cathepsin L1, Z-Leu-Arg-MCA fluorescence; AID 1906; 300,000 tested, 0.49% active; inhibition, % at 5.96 µM;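 active = inhibition above the mean of all tested compounds plus 3 SD, set per screening campaign, cut at about 17% in these data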;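 note: 0% = plate median of test compound wells and 100% = 1 µM Z-Phe-Ala-diazomethylketone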
HCV core dimer: HCV core protein dimerization inhibition | TR-FRET GST/Flag-core106 dimerization, 1536-well | inhibition, % at 5 µM | 300,000 tested, 0.33% active;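 active = inhibition above the mean of all tested compounds plus 3 SD, set per screening campaign, cut at about 45% in these data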
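Assay system: GST-tagged and Flag-tagged HCV core protein residues 1-106 / Times: compound-protein-antibody incubation 4 h at 22.5 °C / Signal: time-resolved FRET, ex 340 nm, em 617 and 671 nm / Evaluation: % inhibition based on acceptor/donor emission ratio / Benchmarks: wells lacking GST-core106 and wells with excess unlabelled core106 / Repeats: singlicate, one well per compound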
PP1 counter: counter-screen for PP5 inhibitors: inhibitors of human PP1-alpha | P62136 | purified PP1alpha, OMFP fluorescence | inhibition, % at 6.7 µM | 320,000 tested, 0.9% active | AID 2235;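 active = inhibition above the mean inhibition of all tested compounds plus 3 SD, computed separately for each screening campaign, cut at about 15% in these data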
Target sequence (P62136 whole entry, looked up): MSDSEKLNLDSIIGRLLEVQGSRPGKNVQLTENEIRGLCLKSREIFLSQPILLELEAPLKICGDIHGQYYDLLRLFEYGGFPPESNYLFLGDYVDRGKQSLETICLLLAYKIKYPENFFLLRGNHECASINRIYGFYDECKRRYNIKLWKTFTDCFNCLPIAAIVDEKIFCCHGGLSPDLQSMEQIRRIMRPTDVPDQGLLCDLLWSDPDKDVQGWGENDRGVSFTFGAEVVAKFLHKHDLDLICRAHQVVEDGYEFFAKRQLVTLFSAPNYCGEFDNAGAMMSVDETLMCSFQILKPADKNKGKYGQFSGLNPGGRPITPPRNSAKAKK
VLA-4 inh: inhibition in a human VLA-4 binding assay | AID 2557 | P13612 | VLA-4 expressing cells, ligand binding flow cytometry | inhibition, % (about 7 µM as worked out from the volumes in the protocol) | 330,000 tested, 0.2% active; in the data active = inhibition above about 50%
procasp3 activ: activates human procaspase-3; activation, % at 8.5 µM; recombinant procaspase-3 D3A, Ac-DEVD-pNA absorbance 405 nm; P42574; 330,000 tested, 0.11% active;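 active = activation above the mean of all tested compounds plus 3 SD, cut at about 21% in these data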;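 note: 0% = DMSO alone and 100% = DMSO wells spiked with extra 5 µM PC-3 D3A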
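Assay system: Autoprocessing-dead procaspase-3 D3A mutant enzyme; also added: Ac-DEVD-pNA; doses: one concentration, 8.5 µM nominal, 0.8% DMSO; times: 1 h compound preincubation, 2 h substrate hydrolysis at 25 °C; technique: 405 nm absorbance of p-nitroaniline, reads at 0 and 120 min; measure: % activation between DMSO and enzyme-spiked controls; repeats: single replicate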
Starred values were filed as active, the others as inactive; · = no result given.

item	SMILES	GRK2 inh	proCasp7 act	PP1 counter	PP5 inh	GASC-1 inh
1	COc1ccc(C(=O)CC2OC(=O)c3c2ccc(OC)c3OC)cc1 (centres undefined)	3	-2	-10	2.5	0
2	O=C(c1ccccc1)N(Cc1ccc(F)cc1)C1CCS(=O)(=O)C1 (centres undefined)	0	4	-2	0.1	-1
3	COc1cccc(NC(=O)CN2CCc3ccccc3C2)c1	0	5	0	1.5	12
4	Cc1ccc(Cl)c(OCC(=O)N(C)CC(=O)Nc2ccc(N3CCOCC3)cc2)c1	0	3	-1	-2.5	-4
5	COC(=O)c1sccc1-c1ccc(/C=N/OC(=O)c2ccccc2)o1	·	-10	2	4.7	6
6	COCCNS(=O)(=O)c1cc(OC)ccc1OC	0	-4	-3	0.8	5
7	CCSc1nnc(NC(=O)CSc2nc(CC)nc3c2c(=O)n(C)c(=O)n3C)s1	1	6	-5	3.1	3
8	C=CCN(c1ccccc1)S(=O)(=O)c1cccc(C(=O)OCC(=O)NC2CC2)c1	0	6	-2	1.2	-18

item	VLA-4 inh	CTSL1 counter	procasp3 activ	HCV core dimer
1	8	9	7	3
2	0	3	-3	-2
3	4	3	-1	7
4	8	-1	-4	3
5	4	0	-11	1
6	21	4	4	-2
7	13	1	-1	17
8	4	0	3	3

(listing goes on)
item	SMILES	GRK2 inh	proCasp7 act	PP1 counter	PP5 inh	GASC-1 inh
9	CCOc1ccc(NS(=O)(=O)c2c(C)nc3sc(CC)nn3c2=O)cc1	2	-1	-1	4.0	-8
10	Cc1ccccc1OCCCc1c(C)n[nH]c1C	2	3	-1	0.1	4
11	COc1ccccc1N(C)S(=O)(=O)c1ccc(C(=O)Nc2nc(C)cs2)cc1	0	6	1	1.8	11
12	COc1ccc(CCN(C)C(=O)c2cc(S(=O)(=O)N3CCCCCC3)ccc2OC)cc1OC	0	0	-5	1.0	-9
13	CCC(Sc1nc(=O)cc(N)n1CCc1ccccc1)C(=O)Nc1cc(C)on1 (centres undefined)	2	-3	-6	2.2	-24
14	O=C(c1ccc2c(=O)n3c(nc2c1)CCCCC3)N1CCN(c2ccc([N+](=O)[O-])cc2)CC1	0	-16	2	-0.8	65
15	COc1cnn(Cc2ccccc2)c(=O)c1SCc1ccccc1	3	0	-3	2.0	1
16	O=C1c2ccccc2C2(c3ccc(F)cc3)NCCN12 (centres undefined)	2	2	-6	-0.5	0

item	VLA-4 inh	CTSL1 counter	procasp3 activ	HCV core dimer
9	21	-2	2	7
10	25	-2	-7	3
11	2	6	-4	2
12	29	2	3	1
13	9	0	4	-11
14	-7	2	-10	3
15	9	2	-1	-43
16	3	-4	-2	-2

(listing goes on)
item	SMILES	GRK2 inh	proCasp7 act	PP1 counter	PP5 inh	GASC-1 inh
17	Cc1ccc(C)c(N(CC(=O)NCC2CCCO2)C(=O)CCC(=O)Nc2nccs2)c1 (centres undefined)	2	1	3	-2.7	10
18	O=C(O)c1ccccc1-c1ccccc1C(=O)Nc1ccc(-c2nc3cc(Cl)ccc3o2)cc1	0	3	8	1.2	11
19	COc1ccc(CN2CCC(n3nccc3NC(=O)C3CC3)CC2)c(OC)c1OC	1	1	-2	-0.1	-6
20	Nc1cc(N2CCOCC2)c(Cl)cc1[N+](=O)[O-]	4	3	-2	0.7	5
21	Cc1occc1C(=O)NNC(=S)Nc1ccccc1	4	-13	-1	-2.2	-4
22	O=C(C1CCC(CNS(=O)(=O)c2ccc(F)cc2)CC1)N1CCOCC1 (centres undefined)	2	0	0	-0.3	7
23	NS(=O)(=O)c1cccc(NC(=O)CSc2nnc(-c3ccncc3)n2C2CC2)c1	3	0	·	·	0
24	CC1=C(C(=O)OCc2ccc3c(c2)OCO3)C(c2ccc(F)cc2)NC(=O)N1 (centres undefined)	4	6	-1	2.8	-10

item	VLA-4 inh	CTSL1 counter	procasp3 activ	HCV core dimer
17	8	-1	12	11
18	-1	5	-5	17
19	1	3	8	-3
20	0	3	0	-4
21	7	-1	-3	-2
22	3	-4	1	1
23	12	·	-6	·
24	11	1	2	-2

Next results:
item	SMILES	GRK2 inh	proCasp7 act	PP1 counter	PP5 inh	GASC-1 inh
25	COc1ccccc1OCC(=O)Nc1sc2c(c1C(N)=O)CCC2	5	-2	·	·	-5
26	OCc1nc2ccccc2n1Cc1ccc(Cl)cc1	0	-5	2	4.0	-18
27	CN1CCN(S(=O)(=O)c2ccc(N(C)Cc3ccc(OC(F)F)cc3)c([N+](=O)[O-])c2)CC1	4	-6	-4	2.7	0
28	O=C(NCc1ccc2c(c1)OCO2)c1ccc2c(=O)n(C3CCCC3)c(=O)[nH]c2c1	0	1	9	2.6	1
29	Cc1nnsc1SCCNC(=O)c1c(F)cccc1F	0	2	-3	0.8	-2
30	Cc1cc(OC(=O)c2c(Cl)cccc2Cl)nc(C)n1	1	1	-2	-0.3	-4
31	CCOC(=O)c1cn(CC)c2ccc(S(=O)(=O)N3CCC(C)CC3)cc2c1=O	2	-5	7	1.7	18
32	Cc1c(C(=O)N/N=C/c2cccnc2)nnn1-c1nonc1N	1	1	-10	-6.0	-17

item	VLA-4 inh	CTSL1 counter	procasp3 activ	HCV core dimer
25	-3	·	4	·
26	4	-1	-3	0
27	15	4	-2	-3
28	-11	2	3	11
29	-1	-2	4	0
30	9	-1	-10	-7
31	6	-2	5	3
32	1	-9	-9	-6

Carrying on.
item	SMILES	GRK2 inh	proCasp7 act	PP1 counter	PP5 inh	GASC-1 inh
33	CC1CCN(Cc2cnc(Cl)s2)CC1	1	4	-5	2.6	·
34	COc1ccccc1C1(CC(=O)Nc2nccs2)CCOC(C(C)C)C1 (centres undefined)	0	-10	2	3.3	11
35	COc1ccccc1NC(=O)CSc1nnc(-c2ccoc2C)n1C	0	5	-2	0.5	2
36	COC(=O)/C=C1/N/C(=N\c2nc(C)cc(C)n2)N(c2ccc(C)c(C)c2)C1=O	0	2	-11	1.6	-10
37	O=C(CP(=O)(c1ccccc1)c1ccccc1)N1CCOCC1	0	-3	-3	-0.6	27
38	O=C(NCCc1c[nH]c2ccccc12)C1CCN(c2nnc(N3CCCC3=O)s2)CC1	0	10	0	-0.1	2
39	COC(=O)c1ccc(NC(=O)CN2C(=O)c3ccccc3S2(=O)=O)cc1	12	-10	2	-0.3	14
40	Cc1ccc(O)c(C(=O)c2cnc3c(c2)CN(C)C(=O)N3)c1	0	-6	-1	0.8	3

item	VLA-4 inh	CTSL1 counter	procasp3 activ	HCV core dimer
33	9	-2	-5	-11
34	-3	0	-1	0
35	6	6	3	3
36	-1	0	-3	0
37	-12	2	0	-2
38	4	1	-4	7
39	-16	4	8	-16
40	-12	0	4	5

(further entries)
item	SMILES	GRK2 inh	proCasp7 act	PP1 counter	PP5 inh	GASC-1 inh
41	Cc1ccc(C(=O)Nc2ncc(C)s2)s1	0	4	-3	-0.5	-1
42	CCOC(=O)N1CCN(C(=O)C(=O)Nc2ccc3nc4n(c(=O)c3c2)CCCCC4)CC1	1	4	-1	1.7	11
43	CS(=O)(=O)N1CCC(C(=O)Nc2cccc(C(F)(F)F)c2)CC1	1	-3	1	2.5	-1
44	Cc1ccc(NC(=O)N2CCC(O)(c3ccc(Cl)cc3)CC2)cc1	0	7	-3	-2.4	-12
45	O=S(=O)(Nc1cccc(-n2cnnn2)c1)c1ccccc1	0	2	-7	-3.0	166
46	CCN(CC(=O)Nc1ccccc1OC)CC(=O)Nc1ccccc1-c1ccccc1	0	2	0	3.3	·
47	COC(=O)c1c(NC(=O)CCN2CCOCC2)sc2c1CCCC2	2	2	-2	2.3	-12
48	CCOC(=O)C1CCN(C(=O)c2[nH]c3ccc(OC)cc3c2C)CC1	4	7	-3	-0.8	8
49	Cc1ccc(C(CCN)c2ccco2)cc1 (centres undefined)	0	6	10	-0.1	-12
50	CCCN1C/C(=C/c2ccc3c(c2)OCO3)C(=O)/C(=C/c2ccc3c(c2)OCO3)C1	0	-1	0	1.5	0

item	VLA-4 inh	CTSL1 counter	procasp3 activ	HCV core dimer
41	-4	4	-4	4
42	25	2	6	8
43	17	1	2	-4
44	-1	2	2	7
45	3	-2	-1	9
46	3	0	1	1
47	33	-2	4	0
48	4	0	5	14
49	3	-1	5	0
50	3	-2	-4	15

Copied from the entries so far (12 entries):
item	SMILES	GRK2 inh	proCasp7 act	PP1 counter	PP5 inh	GASC-1 inh
39	COC(=O)c1ccc(NC(=O)CN2C(=O)c3ccccc3S2(=O)=O)cc1	12	-10	2	-0.3	14
40	Cc1ccc(O)c(C(=O)c2cnc3c(c2)CN(C)C(=O)N3)c1	0	-6	-1	0.8	3
41	Cc1ccc(C(=O)Nc2ncc(C)s2)s1	0	4	-3	-0.5	-1
42	CCOC(=O)N1CCN(C(=O)C(=O)Nc2ccc3nc4n(c(=O)c3c2)CCCCC4)CC1	1	4	-1	1.7	11
43	CS(=O)(=O)N1CCC(C(=O)Nc2cccc(C(F)(F)F)c2)CC1	1	-3	1	2.5	-1
44	Cc1ccc(NC(=O)N2CCC(O)(c3ccc(Cl)cc3)CC2)cc1	0	7	-3	-2.4	-12
45	O=S(=O)(Nc1cccc(-n2cnnn2)c1)c1ccccc1	0	2	-7	-3.0	166
46	CCN(CC(=O)Nc1ccccc1OC)CC(=O)Nc1ccccc1-c1ccccc1	0	2	0	3.3	·
47	COC(=O)c1c(NC(=O)CCN2CCOCC2)sc2c1CCCC2	2	2	-2	2.3	-12
48	CCOC(=O)C1CCN(C(=O)c2[nH]c3ccc(OC)cc3c2C)CC1	4	7	-3	-0.8	8

item	VLA-4 inh	CTSL1 counter	procasp3 activ	HCV core dimer
39	-16	4	8	-16
40	-12	0	4	5
41	-4	4	-4	4
42	25	2	6	8
43	17	1	2	-4
44	-1	2	2	7
45	3	-2	-1	9
46	3	0	1	1
47	33	-2	4	0
48	4	0	5	14

item	SMILES	GRK2 inh	proCasp7 act	PP1 counter	PP5 inh	GASC-1 inh
49	Cc1ccc(C(CCN)c2ccco2)cc1 (centres undefined)	0	6	10	-0.1	-12
50	CCCN1C/C(=C/c2ccc3c(c2)OCO3)C(=O)/C(=C/c2ccc3c(c2)OCO3)C1	0	-1	0	1.5	0

item	VLA-4 inh	CTSL1 counter	procasp3 activ	HCV core dimer
49	3	-1	5	0
50	3	-2	-4	15
